# mIDH1 inhibitor – qHTS for Inhibitors of mutant isocitrate dehydrogenase 1 (IDH1): qHTS; Isocitrate dehydrogenase [NADP] cytoplasmic (Homo sapiens), O75874; IDH1-R132H enzyme, NADPH consumption, diaphorase/resazurin fluorescence; Potency, µM (series often up to 76.6 µM), without a hit: top-dose activity change, negative = inhibition, usual class: inhibitors; actives 0.093% (n = 390,000); AID 602179, 2012; note: potency is the fitted concentration of half-maximal effect; % is set by controls: 0 for no effect and ±100 for the full control effect; nearly all actives have a fitted effect of over 65% in size
#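 IDH1-R132H (0.5 ug/mL dispensed) in pH 7.5 Tris buffer was preincubated 30 min with compound, then given a substrate mix of 0.016 mM NADPH and 2 mM alpha-KG for 80 min at room temperature; remaining NADPH was read by diaphorase/resazurin fluorescence.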
# USP1-UAF1 inh – Inhibitors of USP1/UAF1: Primary Screen. Potency, µM (titrated, usually from 57.1 µM), without a hit: at the highest dose activity change, negative = inhibition, most hits filed as inhibitors. recombinant USP1/UAF1, Ub-Rhodamine cleavage fluorescence. Ubiquitin carboxyl-terminal hydrolase 1 (Homo sapiens), O94782. actives 0.23% (n = 390,000); note: potency is the fitted concentration of half-maximal effect; % is set by controls: 0 for no effect and ±100 for the full control effect; nearly all actives have a fitted effect of over 60% in size; inactives centre near -12
#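 USP1/UAF1 complex (1 nM) preincubated 15 min at room temperature with compound, then Ub-Rho substrate (150 nM final) added. Kinetic fluorescence at 480/540 nm over 6 reads at 60 s intervals; 50 mM HEPES pH 7.8, 0.5 mM EDTA, 0.1 mg/ml BSA, 1 mM TCEP, 0.01% Tween-20.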
# TrxR1 substrate – qHTS Assay for Substrates of Mammalian Selenoprotein Thioredoxin Reductase 1 (TrxR1): qHTS. Thioredoxin reductase 1, cytoplasmic (Rattus norvegicus), O89049. Potency, µM (highest dose often 114 µM), inactives show at the highest dose activity change, negative = substrate turnover. purified TrxR1 substrate turnover, NADPH consumption readout. actives 0.01% (n = 390,000). AID 588456, 2011; note: potency is the fitted concentration of half-maximal effect; % is set by controls: 0 for no effect and ±100 for the full control effect; nearly all actives have a fitted effect of over 50% in size
# Target sequence (O89049 whole entry, looked up): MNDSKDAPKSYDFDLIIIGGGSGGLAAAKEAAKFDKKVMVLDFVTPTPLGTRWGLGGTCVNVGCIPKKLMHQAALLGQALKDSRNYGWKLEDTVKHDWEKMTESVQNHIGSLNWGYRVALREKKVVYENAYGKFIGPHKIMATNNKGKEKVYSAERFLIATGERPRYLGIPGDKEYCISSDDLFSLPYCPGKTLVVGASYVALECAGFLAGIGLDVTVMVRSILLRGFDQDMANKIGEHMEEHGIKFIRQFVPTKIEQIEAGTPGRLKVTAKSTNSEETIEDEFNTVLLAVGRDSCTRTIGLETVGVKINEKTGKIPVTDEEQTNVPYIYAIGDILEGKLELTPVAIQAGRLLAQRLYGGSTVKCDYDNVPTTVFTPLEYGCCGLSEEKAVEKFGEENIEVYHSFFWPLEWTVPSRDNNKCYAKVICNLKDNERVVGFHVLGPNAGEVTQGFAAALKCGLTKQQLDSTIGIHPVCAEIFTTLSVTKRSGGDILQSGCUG
#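 Rat TrxR1, dispensed at 90 nM, was prereduced with 400 uM NADPH (final) for 5 min at ~22 deg C, then incubated with compound 15 min before 400 uM selenite. A first-read NADPH fluorescence drop versus no-compound background flagged substrates.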
# PI4K2A inh – qHTS for small molecular inhibitors of PI4K2A; AID 1346378, 2018; actives 0.13% (n = 420,000); activity change, negative = inhibition, % at 76.9 µM; purified PI4K2A, ADP-Glo luminescence, 1 h; stronger effect = lower value; in the data active = activity change below about -50%; inconclusive = mostly about -30% to -49%;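 note: -100% = wells without enzyme as full effect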
#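 In this quantitative HTS, ADP production by PI4K2A was quantified luminescently after 1 h at ambient temperature; 100 microM adenosine served as plate-quality control.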
# TrxR1 inh – qHTS Assay for Inhibitors of Mammalian Selenoprotein Thioredoxin Reductase 1 (TrxR1): qHTS. Thioredoxin reductase 1, cytoplasmic (Rattus norvegicus), O89049. recombinant rTrxR1, NADPH fluorescence consumption, selenite substrate. Potency, µM (titrated, usually from 114 µM), without a hit: at the highest dose activity change, negative = inhibition, actives largely listed as inhibitors. actives 1% (n = 390,000); note: potency is the fitted concentration of half-maximal effect; % is set by controls: 0 for no effect and ±100 for the full control effect; nearly all actives have a fitted effect of over 65% in size
#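 Rat TrxR1 (90 nM in the dispensed reagent) was pre-reduced with 400 uM NADPH for 5 min at room temperature, then incubated with compound for 15 min. After 400 uM selenite was added, NADPH fluorescence (Ex 340/Em 450 nm) was followed for 8 min.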
# D2 antag – HTS Assay for Allosteric Antagonists of the Human D2 Dopamine Receptor: Primary Screen for Antagonists; inhibition, % at 10 µM; HEK293 TREx D2 cells, calcium flux, dopamine EC80; AID 485344, 2010; D(2) dopamine receptor (Homo sapiens), P14416; actives 2% (n = 340,000); in the data active = inhibition above about 30%; note: 0% is about no effect
# Target sequence (P14416 whole entry, looked up): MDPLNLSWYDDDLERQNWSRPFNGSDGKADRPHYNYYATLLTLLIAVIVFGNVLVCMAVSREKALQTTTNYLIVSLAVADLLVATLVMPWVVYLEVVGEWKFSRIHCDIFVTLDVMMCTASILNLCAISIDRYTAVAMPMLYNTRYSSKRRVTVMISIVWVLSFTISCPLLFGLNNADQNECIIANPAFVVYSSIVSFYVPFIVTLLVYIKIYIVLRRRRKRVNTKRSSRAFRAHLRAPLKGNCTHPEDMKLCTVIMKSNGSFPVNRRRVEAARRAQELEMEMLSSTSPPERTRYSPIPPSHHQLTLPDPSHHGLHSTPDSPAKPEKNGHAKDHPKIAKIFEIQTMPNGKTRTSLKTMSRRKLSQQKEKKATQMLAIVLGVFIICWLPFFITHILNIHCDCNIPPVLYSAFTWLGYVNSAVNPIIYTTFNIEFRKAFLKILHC
#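 Antagonism is scored as inhibition of an EC80 dopamine-evoked calcium signal in a force-coupled, tetracycline-inducible HEK293 T-REx D2 line, with compound present 180 s before agonist.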
# TRHR PAM – qHTS for Small Molecule Agonists and Allosteric Enhancers of Human TRH Receptor: Primary Screen for Enhancers | Thyrotropin-releasing hormone receptor (Homo sapiens), P34981 | TRHR cells, fluo-8 calcium fluorescence, EC20 TRH enhancement | enhancement, % at 2 µM | actives 0.66% (n = 360,000) | AID 493056, 2011; in the data active = enhancement above about 30%; note: 0% is about no effect
#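 Enhancer read-out: after compound pinning and an initial kinetic agonist-mode read, an EC20 of TRH (10 nM final) was injected and fluo-8 calcium signal (Ex 480/Em 530) followed at 1 s/cycle for 100 cycles in TRHR-expressing cells.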
# D2 ag – HTS Assay for Allosteric Agonists of the Human D2 Dopamine Receptor: Primary Screen for Agonists; D(2) dopamine receptor (Homo sapiens), P14416; HEK293 T-REx D2 cells, calcium flux agonist mode; activation, % at 2 µM; actives 0.53% (n = 340,000); AID 485358, 2010;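 active = activation over 3 SD above normal in the single-dose calcium agonist read, cut at about 30% in these data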; note: 0% is about no effect
#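 Tetracycline-induced HEK293 Trex cells with D2 receptor force-coupled to calcium signaling, plated overnight at 30 C and loaded with no-wash calcium dye. Calcium flux read kinetically for 180 s after compound addition; responses flag agonists.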
# TRHR ag – qHTS for Small Molecule Agonists and Allosteric Enhancers of Human TRH Receptor: Primary Screen for Agonists; Thyrotropin-releasing hormone receptor (Homo sapiens), P34981; TRHR cells, calcium flux fluo-8, FDSS agonist mode; activation, % at 2 µM; actives 0.18% (n = 360,000); AID 493084, 2011; in the data active = activation above about 30%; note: 0% is about no effect
#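 In this calcium-flux screen, cells bearing human TRHR are dye-loaded with fluo-8, baselined for 10 cycles, then exposed to library compounds; positive kinetic calcium responses during the agonist phase mark hits, with TRH as control.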
# * = called active by the depositor; u = inconclusive; x = no result given; [ ] = remark or other dose. Unless noted, calls come from the whole dose curve; as a rule, active = well fitted inhibition curve with a large enough effect; inconclusive = small, poorly fitted or top-dose-only effect; inactive = no such curve, though single readings can be large or run the other way.
SMILES,mIDH1 inhibitor,USP1-UAF1 inh,TrxR1 substrate,PI4K2A inh,TrxR1 inh,D2 antag,TRHR PAM,D2 ag,TRHR ag
CCOc1ccc(OCCC(=O)N(CC)CC(=O)Nc2ccccc2C(F)(F)F)cc1,6%,-21%,5%,6,8%,-9,5,0.0,-0.4
Cc1ccc(C(=O)c2c(NC(=O)c3cccnc3)sc3c2CCCC3)cc1,2%,-25%,-3%,-2,-7%,2,2,0.0,-0.1
O=C(c1ccco1)N1CCN(S(=O)(=O)c2ccc(Br)s2)CC1,0%,-6%,10%,0,10µM*,-3,0,0.1,-0.2
Fc1cccc(C2NC(=S)NC3=C2N2CCC3CC2)c1 (stereo unspecified),0%,2%,2%,2,9%,-4,1,0.2,-0.1
COC(=O)c1cccc(NC(=O)c2ccc[n+]([O-])c2)c1,-1%,-1%,-1%,-6,-8%,-4,25,0.0,0.3
Cc1csc(NC(=O)Cn2nc(C)c([N+](=O)[O-])c2C)n1,13%,-12%,-3%,-2,14%,-12,-1,1.9,-0.3
CCCc1nc2c(s1)CCc1onc(-c3ccc(OC)cc3)c1-2,-18%,u,-2%[57.1 µM],-1,-11%[57.1 µM],x,x,x,x
COc1ccc(C)cc1NC(=O)C1CCN(C(=O)Cc2ccccc2)CC1,11%,-4%,7%[57.1 µM],0,28%[57.1 µM],-1,1,0.3,0.1
CN(CC(=O)Nc1ccc(F)c(F)c1F)C(=O)c1ccc(N2CCCC2=O)cc1,12%,-7%,5%,10,15%,x,x,x,x
CC(=O)N1CCOc2ccc(S(=O)(=O)NCc3ccc(C)cc3)cc21,5%,-25%,0%,-1,9%,8,12,0.2,0.9
S=C(NCCc1ccccc1)N1CCN(C(=S)NCCc2ccccc2)CC1,4%,-6%,-1%,3,-1%,4,17,0.3,0.0
C=CCN(c1ccccc1)S(=O)(=O)c1ccc(Cl)c(C(=O)OCC(=O)NCCCN2CCCC2=O)c1,11%,-13%,4%[57.1 µM],-3,-9%,7,-7,1.5,-0.7
Cc1nc2ccc(NC(=O)C3CCCCC3)cc2s1,0%,-8%,-2%,1,10%,x,13,x,0.2
COc1ccc(NC(=O)CSc2nc3nc(-c4cccs4)cc(C(F)(F)F)c3c(=O)[nH]2)c(OC)c1,4%,-6%,0%,2,-8%,23,2,-1.2,0.0
CCc1ccccc1NC(=O)CCCn1c(=O)c2cccn2c2ccccc21,13%,-10%,9%,-5,8%,x,4,-0.8,-0.6
CCSc1nnc(NC(=O)Nc2cccc(C)c2)s1,0%,-23%,3%,0,18%,3,-7,1.0,1.9
COc1ccc(NC(=O)c2ccccc2Oc2ccccc2)cc1,15%,-14%,-5%,-1,18%,-5,1,-0.8,-0.4
CCOc1ccc(CNc2nc3ccccc3n2C)cc1,-1%,2%,-7%,-30,-5%,-13,-5,0.2,-0.6
COCCNC(=S)NN=C1CCCCC1,4%,-16%,-2%[57.1 µM],3,12%[57.1 µM],10,-4,2.7,0.0
Cc1cccc(N2CCN(C(=O)COc3ccc4c(C)cc(=O)oc4c3C)CC2)c1C,0%,-22%,10%,5,25%,-8,10,-0.3,-0.1
CCCOc1ccc(/C=N/NC(=O)c2ccc(Cn3cc([N+](=O)[O-])cn3)o2)cc1,5%,-7%,-11%,0,-10%,4,-1,0.2,-0.2
CCOc1ccc(N(CC(=O)Nc2c(C)n(C)n(-c3ccccc3)c2=O)S(=O)(=O)c2ccc(F)cc2)cc1,9%,-19%,-7%,5,-12%,3,-6,-0.4,-1.1
Cc1ccccc1-n1nnnc1SC(C)C(=O)Nc1ccc(N2CCN(C)CC2)cc1 (stereo unspecified),-5%,-6%,3%,9,13%,-4,7,1.1,0.3
COc1ccc(-c2cc(C(F)(F)F)n3nc(C(=O)N4CCOCC4)c(Cl)c3n2)cc1,2%,-6%,-5%,-7,5%[57.1 µM],-10,-4,0.0,-0.1
Cc1cccc(-c2nc3nc(C)cc(N4CCN(c5ccccc5)CC4)n3n2)c1,0%,-23%,3%,4,23%,x,4,0.0,0.0

# One compound at a time, as listed above. Screens in order: mIDH1 inhibitor | USP1-UAF1 inh | TrxR1 substrate | PI4K2A inh | TrxR1 inh | D2 antag | TRHR PAM | D2 ag | TRHR ag
# Listed for `Cc1ccc(C(=O)c2c(NC(=O)c3cccnc3)sc3c2CCCC3)cc1` → 2% | -25% | -3% | -2 | -7% | 2 | 2 | 0.0 | -0.1
# Listed for `S=C(NCCc1ccccc1)N1CCN(C(=S)NCCc2ccccc2)CC1` → 4% | -6% | -1% | 3 | -1% | 4 | 17 | 0.3 | 0.0
# Listed for `O=C(c1ccco1)N1CCN(S(=O)(=O)c2ccc(Br)s2)CC1` → 0% | -6% | 10% | 0 | 10µM* | -3 | 0 | 0.1 | -0.2
# Listed for `COc1ccc(NC(=O)CSc2nc3nc(-c4cccs4)cc(C(F)(F)F)c3c(=O)[nH]2)c(OC)c1` → 4% | -6% | 0% | 2 | -8% | 23 | 2 | -1.2 | 0.0

# Next part.
SMILES,mIDH1 inhibitor,USP1-UAF1 inh,TrxR1 substrate,PI4K2A inh,TrxR1 inh,D2 antag,TRHR PAM,D2 ag,TRHR ag
O=C1c2ccccc2NC(c2ccccc2O)N1O (stereo unspecified),12%,-7%,-1%,0,17%,-11,8,1.8,0.6
Cc1nn(C(C)C(=O)NCCCN2CCCCCC2)c(=O)c2cc3sccc3n12 (stereo unspecified),-6%,-12%,6%[57.1 µM],-2,u,-14,2,0.0,-0.1
C=CCN1C(=O)/C(=C\c2ccc(C)cc2)N=C1SCC(=O)NCCC,-2%,-10%,-1%,0,-5%,9,-4,0.3,-0.7
CC(C)(C)NCCOCCOc1ccccc1-c1ccccc1,11%,-13%,-2%,-5,-1%,22,0,-0.4,-0.2
CC(NCCC(Cc1ccccc1)c1ccco1)c1ccccc1 (stereo unspecified),2%,-16%,3%,-3,-15%,-2,-3,0.5,0.5
Cc1[nH]c(=O)[nH]c(=O)c1S(=O)(=O)N1CCCC(C(=O)NCCC2=CCCCC2)C1 (stereo unspecified),-10%,-11%,0%,-4,2%,-5,-12,0.7,-0.3
O=C(CN(Cc1cccs1)C(=O)CN1C(=O)COc2ccccc21)NCc1ccco1,10%,-7%,-6%,-9,4%,26,-4,-1.0,-0.2
COc1ccc(CCN(C)C(=O)CSc2nc3ccccc3c(=O)n2CC2CCCO2)cc1OC (stereo unspecified),4%,-3%,1%,-3,7%,x,x,x,x
COc1ccc(N(CC(=O)Nc2ccc3c(c2)OCCO3)S(=O)(=O)c2c(C)noc2C)cc1,1%,-9%,-3%,-3,10%,-5,12,0.6,-0.4
CCn1c(COc2cccc(OC)c2)nnc1SCC(=O)Nc1cccc(OC)c1,-3%,-7%,-11%,6,-11%,-14,4,-0.6,-0.8
CC1CN(c2ccc([N+](=O)[O-])c(NCCOc3ccc(Cl)cc3)c2)CC(C)N1 (stereo unspecified),-1%,-23%,6%[2.29 µM],0,30%,3,3,2.1,1.5
CCN(CC(=O)Nc1ccccc1C(F)(F)F)C(=O)CCc1nc2sc3c(c2c(=O)[nH]1)CCCC3,1%,0%,4%,-3,6%,7,-7,-0.6,-0.3
Cc1cc(=O)n2nc(N3CCCC(C(=O)NCCC4=CCCCC4)C3)sc2n1 (stereo unspecified),5%,-21%,-2%,-20,4%,15,-4,-1.3,-0.4
CCn1ncc(Br)c1C(=O)Nc1ccc(F)cc1F,4%,-14%,-2%,5,-6%,12,-4,-0.9,-0.7
COc1ccc(O)c(-c2cc(-c3ccc(F)cc3)n[nH]2)c1,8%,-24%,3%,0,14%,-2,-3,2.2,0.6
CCOC(=O)CSc1nc(Nc2ccc3c(c2)OCO3)c2ccccc2n1,5%,-20%,3%[57.1 µM],3,11%[57.1 µM],3,-2,0.4,-0.5
Cc1nn(-c2ccccn2)c2nc(-c3cccs3)cc(C(=O)NCc3ccco3)c12,-5%,-6%,145%[activator],-7,-18%,-7,-7,0.4,-0.5
O=C(Cn1nnc(-c2ccccc2Cl)n1)N/N=C/c1ccc2c(c1)OCO2,-1%,-11%,5%[57.1 µM],-5,9%[57.1 µM],-2,5,-0.3,0.8
N#C/C(=C/c1ccc(Sc2nc3ccccc3[nH]2)o1)c1cccc(F)c1,0%,0%,-4%,4,-4%,x,-7,x,-0.6
Nc1cc(C(F)(F)F)cc2c1SCC(=O)N2,7%,-14%,3%,-3,13%,-4,1,-0.6,-1.0
Cc1ccc(NC(=O)CC2(CC(=O)O)CCCC2)c(C)c1,-6%,-14%,-23%,5,u,6,0,-0.6,0.2
CCCCNc1nc(CC)c2c(c1C#N)CCCC2,2%,1%,25%,4,-7%,16,6,0.5,-0.3
O=C(O)CC(NC(=O)Nc1ccccc1)c1ccc(OC2CCCC2)cc1 (stereo unspecified),7%,-24%,6%,1,9%,-6,2,-0.3,0.2
O=C(COC(=O)CNS(=O)(=O)c1cccc(Br)c1)Nc1ccccc1Sc1ccccc1,2%,-14%,-12%,7,-18%,8,-1,-0.3,-0.3
COc1ccc(-c2nc3ncccn3c2Br)cc1,5%,-10%,76%[activator],-2,26%,13,19,1.1,-0.3

# Screening results deposited in PubChem BioAssay by National Center for Advancing Translational Sciences (NCATS).
